PDI turbidity: inhibitors of human protein disulfide isomerase; P07237; PDI insulin aggregation turbidity, A650, 90 min; inhibition, % at 10 µM; 0.052% of 350,000 active; AID 588391;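 active = mean inhibition across replicates of 30% or more, whatever share of single replicates reach that level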;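 note: absorbance from insulin aggregation driven by PDI reduction with DTT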
H9c2 protect: myocardial damage modulation in H9c2 cells; H9c2 cardiomyocytes, H2O2 injury protection, ATPLite, 2 h; protection from H2O2 cell death, % at 20 µM; 0.63% of 360,000 active;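 active = compounds giving at least 50% protection of heart cells from peroxide-induced death in the single-dose screen, raw or plate-pattern-corrected value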;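 note: 0% = DMSO wells with peroxide and 100% = DMSO wells without peroxide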
MC4R antag cAMP: antagonists of human melanocortin 4 receptor (MC4R); P32245; MC4R-expressing cells, MTII-stimulated cAMP, LANCE TR-FRET; inhibition, % at 6.5 µM; 0.48% of 360,000 active;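 active = inhibition above its plate's cutoff, the mean of tested wells on that plate plus 3 SD, cut at about 29% in these data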;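 note: 0% = Melanotan II alone and 100% = Melanotan II plus saturating MCL0020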
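material = U2OS cells stably expressing human melanocortin 4 receptor (MC4R) | also added = Melanotan II challenge | dosing = single nominal compound dose of 6.5 µM | detection = TR-FRET with Eu-cAMP and labeled anti-cAMP, 671 nm | replication = singlicate | timing = compound 30 min, challenge 1 h, detection 1 h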
ABHD5 PLIN5 PPI: blocks binding of human ABHD5 to perilipin-5. AID 602281. Q00G26+Q8WTS1. inhibition, % at 4 µM. Split G. princeps luciferase complementation, luminescence, 4 h. 0.78% of 360,000 active;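 active = inhibition above the mean inhibition across every tested compound plus 3 SD, cut at about 22% in these data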;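 note: 0% = DMSO only wells and the 100% control is not disclosed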
Exocytosis inh: lytic granule exocytosis inhibition; TALL-104 LAMP-1 surface exposure, flow cytometry; cells stimulated with thapsigargin and PMA; inhibition, % at 10 µM; 0.66% of 360,000 active; AID 651702;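 active = inhibition above about 55%, limit read from the data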
MC4R ag barr: agonists of human melanocortin 4 receptor (MC4R) beta-arrestin | P32245 | U2OS MC4R beta-arrestin complementation, luminescence; percent of melanotan II response, DMSO zero | activation, % at 8.9 µM | 0.98% of 360,000 active;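 active = activation above a per-plate cutoff, the mean activation of sample wells on that plate plus 3 SD, cut at about 8% in these data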
ABCB6 inh MLPCN: inhibitors of human ABC transporter ABCB6; 0.19% of 360,000 active; Q9NP58; fluorescence ratio to DMSO, % at 10 µM; K562-ABCB6 porphyrin accumulation, flow cytometry, 1 h; stronger effect = lower value;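 active = fluorescence ratio to DMSO below 75%, the collection mean minus 3 SD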;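 note: signal is porphyrin accumulated inside mitochondria; 100% equals median channel fluorescence of DMSO control wells; lower ratio means ABCB6 inhibition with less porphyrin fluorescence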
Target sequence (Q9NP58 whole entry, looked up): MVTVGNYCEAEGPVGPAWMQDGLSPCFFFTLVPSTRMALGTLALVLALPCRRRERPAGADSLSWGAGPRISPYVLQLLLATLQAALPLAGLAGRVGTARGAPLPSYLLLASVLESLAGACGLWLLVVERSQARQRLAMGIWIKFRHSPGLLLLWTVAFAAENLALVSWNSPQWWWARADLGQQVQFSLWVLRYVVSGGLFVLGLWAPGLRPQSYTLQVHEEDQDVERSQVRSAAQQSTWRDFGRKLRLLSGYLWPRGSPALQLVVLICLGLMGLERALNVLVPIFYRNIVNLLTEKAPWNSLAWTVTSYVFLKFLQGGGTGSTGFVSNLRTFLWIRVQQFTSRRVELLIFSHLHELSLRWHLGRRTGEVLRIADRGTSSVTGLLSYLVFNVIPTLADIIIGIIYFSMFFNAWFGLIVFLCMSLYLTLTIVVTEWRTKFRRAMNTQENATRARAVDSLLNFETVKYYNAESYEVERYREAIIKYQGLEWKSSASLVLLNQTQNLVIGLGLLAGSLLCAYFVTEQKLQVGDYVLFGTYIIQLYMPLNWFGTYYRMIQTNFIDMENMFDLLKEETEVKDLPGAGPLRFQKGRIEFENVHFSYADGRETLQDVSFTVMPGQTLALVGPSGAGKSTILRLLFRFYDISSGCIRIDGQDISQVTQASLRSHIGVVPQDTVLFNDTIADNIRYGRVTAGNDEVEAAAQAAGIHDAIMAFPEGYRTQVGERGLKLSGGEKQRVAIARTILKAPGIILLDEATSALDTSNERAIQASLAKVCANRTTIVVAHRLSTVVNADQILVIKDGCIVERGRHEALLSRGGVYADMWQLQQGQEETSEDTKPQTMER
Glyco luc inh: blocks N-linked glycosylation in D54 reporter cells; D54 ERlucT glycosylation luciferase reporter, 24 h; percent of 100 nM tunicamycin response; reporter increase, % at 12.5 µM; 0.23% of 360,000 active; AID 588692;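 active = mean luciferase reporter signal, scaled so untreated is 0 and the glycosylation-blocking control 100, at or above a set limit in every replicate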;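 note: luciferase carries N-glycosylation sites so blocking glycosylation raises the light; 0% = median of neutral control wells and 100% = median of 100 nM tunicamycin wells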
HTR2A ag: activates the mouse 5-HT2A serotonin receptor; activation, % at 7.6 µM; CHO-K1 mHTR2A beta-arrestin complementation, luminescence; percent of 30 µM serotonin response; 0.66% of 360,000 active; P35363; AID 624169;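 active = activation above a run cutoff, the mean activation of all tested compounds plus 3 SD, cut at about 14% in these data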;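 note: 0% = plate median of compound wells and 100% = 30 µM serotonin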
CaV13 ICDI inh: Primary screen for inhibitors of IQ motif and Ca2+-dependent inactivation inhibitor domain binding in CACNA1D, Förster resonance energy transfer in living cells, … | HEK cells, CFP/YFP FRET ICDI-IQ, plate reader, 10 min; percent FRET-ratio fall versus neutral wells | inhibition, % at 12.3 µM | 0.098% of 340,000 active;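 active = mean replicate inhibition of at least 30% and at least 1% of replicates passing that level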;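 note: 0% = median of the neutral control wells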
* hit, by the source's call; / = not tested or not shown.

structure	PDI turbidity	H9c2 protect	MC4R antag cAMP	ABHD5 PLIN5 PPI	Exocytosis inh	MC4R ag barr	ABCB6 inh MLPCN	Glyco luc inh	HTR2A ag	CaV13 ICDI inh
CC(Oc1ccc(-c2nnco2)cc1)C(=O)N1CCOCC1 (centres undefined)	0	11	7	8	-3	0.7	101	1	0	-5
N#Cc1ccc(-c2ccc(Cl)cc2)nc1Oc1ccc(F)cc1	-2	-6	6	3	10	3.9	98	0	4	-4
Cc1ccc(OC(C)c2nnc(N)s2)cc1Cl (centres undefined)	-11	-22	-1	-3	6	-2.1	101	-5	0	0
O=C(CN1CCN(c2ccccc2F)CC1)NC(=O)NCc1ccco1	3	17	-4	5	-5	-0.8	93	0	-2	-6
COc1ccc(-c2noc(N3CCC(C(=O)N(C)c4ccccc4C)CC3)n2)cc1	/	-12	4	1	-1	-0.5	100	-9	-1	3
Nc1nnc(CC(=O)N/N=C/c2ccc(-c3ccccc3)o2)s1	0	-6	-10	3	11	0.7	102	1	5	-3
COc1ccc(/C=C/C(=O)OCC(=O)NC2CCCC2)cc1OC	1	3	-1	3	-1	1.8	101	2	2	-5
CCOC(=O)CNC(=O)Cn1cnc2ccc(S(=O)(=O)N3CCC(C)CC3)cc2c1=O	2	2	-4	5	-4	-1.6	92	-9	2	/
Cc1ccc(S(=O)(=O)N2C[C@H]3C(=O)C[C@@H]4C(=O)N(c5ccccc5)C(=O)[C@@H]4[C@@H]3C[C@H]2c2cccs2)cc1	/	5	/	2	5	/	102	3	6	-7
O=C(CSc1nnc2ccccn12)NC(=O)Cc1ccccc1	2	1	9	5	2	-0.2	99	2	-1	-2
CCc1ccc(Nc2nc(N)nc(CSc3nnnn3-c3ccccc3)n2)cc1	-1	-13	-11	9	-1	8.5*	99	-2	-2	-1
CCN(CC)CCCNc1nc(-c2ccccc2)nc2ccccc12	14	4	-2	5	1	-0.7	103	8	4	-3
CCN(CC)c1ccc2c(c1)OC(N)=C(C#N)C2c1cccnc1 (centres undefined)	-12	3	-25	6	19	-1.8	387	6	6	-10
OCCCNc1ncnc2c1ncn2[C@H]1CN(Cc2ccncc2)C[C@@H](CO)O1	7	1	0	9	-13	2.0	99	2	2	-11
O=C(Nc1ccc(OC(=O)c2ccncc2)cc1)c1ccncc1	-3	0	0	-5	-3	-1.6	99	3	6	-4
O=C(Nc1cccc(C(F)(F)F)c1)c1cncs1	7	-2	22	7	-16	1.1	102	2	-10	-6
COCCNC(=O)CCn1nc(-c2ccc(Cl)cc2)ccc1=O	12	-1	7	-1	-5	-0.2	/	0	-1	/
O=C(CC12CC3CC(CC(C3)C1)C2)N1CCCC1	5	5	4	-2	2	-0.5	100	-1	-2	-8
Cn1cnc2ncnn2c1=S	20	2	8	1	4	-0.8	90	0	3	-8
COc1ccc(/C=N/NC(=O)c2cccc([N+](=O)[O-])c2)cc1O	-2	4	9	-2	3	2.2	98	3	6	-4
CC1SCCN1S(=O)(=O)c1ccc2ccccc2c1 (centres undefined)	-1	-4	6	-10	2	1.4	103	-3	-3	/
Cc1ccc(C(=O)NC(=S)NNC(=O)COc2ccc([N+](=O)[O-])cc2)cc1	1	13	4	0	-3	-2.3	94	2	4	-5
COCCN(CCOC)c1nc(N)c2c(N)nc3c(c2c1C#N)CC(=O)N3Cc1ccc(Cl)cc1	-1	23	6	33*	-6	-2.8	87	-1	-7	-4
Cc1ccc(-n2nnnc2C(=Cc2ccc(N(C)C)cc2)c2nnnn2-c2ccc(C)cc2)cc1	7	0	17	-3	-2	-0.7	101	-4	0	-13
O=C(Nc1ccccc1C(=O)N1CCCCC1)c1ccco1	-4	1	-1	2	-12	2.1	96	0	2	-2
COCCNc1nc(NCCNC(C)=O)c2sc(-c3ccccc3)cc2n1	4	4	3	1	-2	-2.4	101	3	6	-7
CC(=O)Nc1nnc(CCN2CCCCC2)s1	-12	5	4	9	-2	1.6	91	1	4	-4
COCC(=O)Nc1ccc(S(=O)(=O)Nc2cc(C)nc(C)n2)cc1	0	-4	-4	-1	5	-2.2	86	3	6	/
CN(C)C(=O)CSc1nnc(C23CC4CC(CC(C4)C2)C3)o1	5	3	13	2	2	-0.9	90	-2	1	-9
O=c1[nH]c2ccccc2c(=O)c2ccccc12	-5	12	-2	1	-2	1.5	88	-1	5	-8

2 neighbouring entries already listed, for reference:
structure	PDI turbidity	H9c2 protect	MC4R antag cAMP	ABHD5 PLIN5 PPI	Exocytosis inh	MC4R ag barr	ABCB6 inh MLPCN	Glyco luc inh	HTR2A ag	CaV13 ICDI inh
COCCN(CCOC)c1nc(N)c2c(N)nc3c(c2c1C#N)CC(=O)N3Cc1ccc(Cl)cc1	-1	23	6	33*	-6	-2.8	87	-1	-7	-4
Cc1ccc(-n2nnnc2C(=Cc2ccc(N(C)C)cc2)c2nnnn2-c2ccc(C)cc2)cc1	7	0	17	-3	-2	-0.7	101	-4	0	-13

Next results follow.
structure	PDI turbidity	H9c2 protect	MC4R antag cAMP	ABHD5 PLIN5 PPI	Exocytosis inh	MC4R ag barr	ABCB6 inh MLPCN	Glyco luc inh	HTR2A ag	CaV13 ICDI inh
Cc1ccc(CNC(=O)c2ccc3c(=O)[nH]c4c(C(=O)NCC5CCCO5)sc(=S)n4c3c2)cc1 (centres undefined)	5	12	11	0	0	-1.2	102	4	2	-15
CC1(C)NC(=O)N(CCCOc2ccc3c(c2)CCC3)C1=O	7	5	6	-4	1	1.0	95	1	-5	-7
O=C(CN1CCN(Cc2ccccc2Cl)CC1)N/N=C/C=C\c1ccccc1[N+](=O)[O-]	1	11	-8	5	-6	2.0	103	-3	2	/
C#CCOCCOCCOCCNc1nc(N2CCN(C(=O)[C@H]([C@@H](C)CC)n3cc(CCCN=C(N)N)nn3)CC2)nc(N2CCN(C(=O)[C@H](Cc3ccc(O)cc3)n3cc(CCO)nn3)CC2)n1	24	3	4	-9	4	-1.8	87	0	2	-6
CC12CCC(C(=O)C1)C1(C)CCCC(=O)C21 (centres undefined)	4	-2	2	13	-2	0.7	100	3	7	-5
COC(=O)c1ccc(C)c(NC(=O)CCc2cc(OC)c(OC)c(OC)c2)c1	-3	-2	-6	-3	-6	-1.2	99	1	7	-1
COc1ccc(S(=O)(=O)N(CCCN2CCOCC2)Cc2cccc3ccccc23)cc1	15	0	1	12	22	1.2	94	-2	-7	/
Cc1ccc(N/N=C(\C#N)C(N)=S)c(C)c1	0	-16	8	-2	-8	-1.5	98	-1	1	-6
COc1ccc(NC(=O)c2ccc(-c3ccc(-c4noc(C)n4)cc3C)cc2)cc1N1CCN(C)CC1	4	-43	4	11	44	2.8	98	-3	-14	-6
Cn1c(SCC(=O)c2ccccc2)ncc(C(=O)Nc2ccc(F)cc2)c1=O	0	-1	-1	-2	1	1.2	99	22	-1	/
Cc1cc(C(c2ccc(C)o2)c2ccc(C)o2)c(O)c([N+](=O)[O-])c1	0	4	-1	7	-2	-2.7	97	7	-5	-3
CCc1ccc(CNC(=O)Cc2ccc(NC(=O)C3=C(C)OCCS3)cc2)cc1	2	-14	-10	9	8	-2.5	96	31*	3	-14
CCOC(=O)C1=NNC(C(=O)c2ccc(Cl)cc2)C1c1ccc(OC)cc1 (centres undefined)	-5	-2	2	-3	5	0.9	98	0	0	-6
CCOc1ccc(Nc2nc(N)nc(CSC(=S)N3CCN(c4ccccc4)CC3)n2)cc1	6	-4	-6	-1	-1	1.4	97	-8	-9	4
O=C(c1ccc(Oc2ccc(C(F)(F)F)cn2)cc1)N1CCN(c2ccccc2)CC1	-8	-6	20	-3	1	1.7	101	0	-4	-8
Cc1csc(NC(=O)CSc2nnc(-c3ccoc3C)o2)n1	12	1	10	-1	3	0.9	101	-3	3	-5
Cc1noc(NS(=O)(=O)c2ccc(N/C=C\C(=O)c3cccs3)cc2)c1C	2	6	8	2	1	-0.7	93	4	5	-5
CCOC(=O)CSc1nc2c(sc(=S)n2CCc2ccccc2)c(=O)n1Cc1ccco1	-4	5	12	4	56*	0.7	86	-2	2	-4
Cc1nnc(SCC(=O)c2c(N)n(C3CC3)c(=O)[nH]c2=O)n1-c1ccccc1	0	3	4	5	-3	-1.0	99	1	-3	-5
CCN1C(=O)N[C@@H](c2ccco2)C(C(=O)OC)=C1C	4	-2	8	10	-1	0.1	104	2	0	-11
CC(C)C(=O)Nc1ncc(C(F)(F)F)cc1Cl	5	0	-2	-5	-1	-1.6	97	2	4	-4
CCOc1ccc(NC(=O)CN(c2cc(C)cc(C)c2)S(=O)(=O)c2c(C)noc2C)cc1	-12	-4	3	-2	-6	0.3	101	-1	0	1
O=C(NCCCN1CCN(Cc2ccccc2)CC1)c1nnc(Cc2c(F)cccc2Cl)o1	-11	-7	8	0	5	-3.0	94	-2	1	-6
CC(=O)c1ccc(NC(=O)c2ccc(CNc3c(N4CCCC4)c(=O)c3=O)cc2)cc1	-1	1	14	-1	-4	-2.2	100	0	5	-2
COc1ccc(S(=O)(=O)NC(C)C(=O)NCc2cccnc2)cc1C (centres undefined)	12	-1	3	-2	2	0.7	101	0	15*	-6
Cc1ccc2nc(-c3ccc4c(c3)OCCO4)cc(C(=O)O)c2c1	-7	-22	-1	2	-2	-0.8	93	0	0	/
CC(C)N(C(=O)c1ccc(-c2ccccc2F)cc1)C(C)C	2	-7	5	2	-8	-0.7	96	-1	2	-3
CCOc1ccc(-n2c(O)c(/C=N/Nc3nc(C)cc(C)n3)c3ccccc3c2=O)cc1	-6	45	-2	-1	0	-4.8	100	4	-1	-6
Cc1ccc(CNc2ncnc(N)c2[N+](=O)[O-])cc1	1	41	-2	-1	1	-2.0	93	-10	1	-2
CCn1c(CNc2ccc(Cl)cc2)nnc1SCc1ccc(C)cc1	-1	-18	7	-4	-3	-1.2	94	-1	-9	-4

structure	PDI turbidity	H9c2 protect	MC4R antag cAMP	ABHD5 PLIN5 PPI	Exocytosis inh	MC4R ag barr	ABCB6 inh MLPCN	Glyco luc inh	HTR2A ag	CaV13 ICDI inh
Cc1cccc(C2CC(c3ccc(F)cc3)Nc3nc(N)nn32)c1 (centres undefined)	/	-3	5	0	-2	1.5	98	0	-1	-5
Cc1cc(S(=O)(=O)Nc2c(C(=O)O)[nH]c3ccccc23)ccc1F	-12	1	0	-4	-1	-1.9	101	2	1	-5
COC(=O)c1ccc(NC(=O)c2cccc(C)c2)cc1	5	-1	2	1	-1	-1.3	97	1	2	-2
O=c1c2c3c(sc2[nH]c(=S)n1Cc1ccco1)CCC3	-9	7	10	9	-1	-2.6	99	5	2	-5
CC(C)c1nnc(NC(=O)C2CCCN2C(=O)Nc2ccccc2)s1 (centres undefined)	2	1	10	2	0	-1.3	94	2	1	-2
CCN1CCN(S(=O)(=O)c2ccc(Cl)c(C(=O)Nc3ccccc3N3CCCC3)c2)CC1	9	4	8	-8	2	-3.0	101	-3	-3	-6
CCOC(=O)CCSCC(=O)Nc1cc(C)on1	9	6	5	-7	1	-1.1	93	2	2	-4
Clc1cc2nc[nH]c2cc1Cl	-3	12	8	13	-3	0.1	101	0	-4	4
